# PAFAH1B2 FP inh – PAFAH1B2 (human) inhibition; inhibition, % at 3.39 µM; recombinant PAFAH1B2, FP-rhodamine activity probe, fluorescence polarization; P68402; AID 492953; hit rate 1.2% among 340,000;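 active = inhibition above the mean of all tested compounds plus 3 SD, cut at about 24% in these data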;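 also: 0% = enzyme with DMSO and 100% = wells lacking PAFAH1B2; many of its hits are not listed in these tables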
# Target sequence (P68402 whole entry, looked up): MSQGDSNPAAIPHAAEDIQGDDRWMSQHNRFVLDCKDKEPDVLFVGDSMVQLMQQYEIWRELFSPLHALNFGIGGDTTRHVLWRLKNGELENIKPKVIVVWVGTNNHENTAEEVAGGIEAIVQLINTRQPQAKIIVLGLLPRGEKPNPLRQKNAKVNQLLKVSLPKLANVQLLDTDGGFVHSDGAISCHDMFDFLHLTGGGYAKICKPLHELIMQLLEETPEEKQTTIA
# pPAFAH inh – inhibitors of human plasma PAF acetylhydrolase (pPAFAH); recombinant pPAFAH, FP-rhodamine probe fluorescence polarization; inhibition, % at 3.39 µM; hit rate 1.5% among 330,000; AID 463082;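 active = inhibition above the mean inhibition across the screen plus 3 SD, cut at about 25% in these data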;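 also: inhibitors block binding of the rhodamine activity-based probe so polarization drops; 0% = enzyme with DMSO and 100% = wells lacking pPAFAH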
# Target sequence (Q13093 whole entry, looked up): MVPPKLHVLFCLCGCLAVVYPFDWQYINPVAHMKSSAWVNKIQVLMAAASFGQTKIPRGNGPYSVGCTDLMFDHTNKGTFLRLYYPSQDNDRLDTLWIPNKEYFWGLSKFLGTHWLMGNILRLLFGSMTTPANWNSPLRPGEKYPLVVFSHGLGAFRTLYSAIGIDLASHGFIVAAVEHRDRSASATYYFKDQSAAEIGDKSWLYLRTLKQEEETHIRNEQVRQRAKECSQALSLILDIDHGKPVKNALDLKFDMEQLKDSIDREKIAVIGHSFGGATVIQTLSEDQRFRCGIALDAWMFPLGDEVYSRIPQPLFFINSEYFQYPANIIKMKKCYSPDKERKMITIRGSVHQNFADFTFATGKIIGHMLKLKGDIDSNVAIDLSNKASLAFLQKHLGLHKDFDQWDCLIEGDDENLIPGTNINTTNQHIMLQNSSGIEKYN
# LYPLA1 counter – counter-screen for PME1 inhibitors: inhibitors of human LYPLA1 | hit rate 0.16% among 320,000 | AID 2174 | inhibition, % at 5.9 µM | recombinant LYPLA1, FP-Rh probe fluorescence polarization | O75608;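 active = inhibition above the mean of all tested compounds plus 3 SD, set per campaign, cut at about 14% in these data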;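 also: inhibitors block serine hydrolase probe labeling of LYPLA1 so polarization falls; 0% = enzyme with DMSO and 100% = wells lacking LYPLA1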
# GSTO1 inh – GSTO1 inhibition, counter-screen for RBBP9 inhibitors; P78417; recombinant GSTO1, activity-based probe fluorescence polarization; inhibition, % at 5.96 µM; hit rate 1.1% among 300,000; AID 1974;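 active = inhibition above the campaign mean inhibition plus 3 SD, cut at about 35% in these data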;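 also: 0% = GSTO1-1 with DMSO and 100% = wells lacking GSTO1-1 enzyme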
# Target sequence (P78417 whole entry, looked up): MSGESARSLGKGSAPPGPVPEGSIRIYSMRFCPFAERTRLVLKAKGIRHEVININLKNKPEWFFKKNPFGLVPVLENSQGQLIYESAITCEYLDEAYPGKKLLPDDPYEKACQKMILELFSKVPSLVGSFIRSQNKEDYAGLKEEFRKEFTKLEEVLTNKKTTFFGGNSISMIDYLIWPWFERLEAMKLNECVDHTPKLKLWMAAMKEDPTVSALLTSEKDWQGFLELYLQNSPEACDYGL
# PAFAH2 inh – inhibitors of human PAFAH2; Q99487; recombinant PAFAH2, FP-rhodamine activity probe, fluorescence polarization; inhibition, % at 3.39 µM; hit rate 0.99% among 340,000;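 active = inhibition above the mean over all tested compounds plus 3 SD, cut at about 30% in these data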;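 also: inhibitors block probe labeling of enzyme so polarization drops; 0% = enzyme with DMSO and 100% = wells lacking PAFAH2 protein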
# PREPL inh – inhibits the human prolyl oligopeptidase-like enzyme; Q4J6C6; recombinant PREPL, fluorescence polarization activity-based probe; inhibition, % at 5.96 µM; hit rate 0.68% among 320,000; in the data active = inhibition above about 43%;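 also: 0% = enzyme with DMSO and 100% = wells lacking enzyme; many of its hits are not listed in these tables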
# LYPLA2 inh – counter-screen for PME1 inhibitors: inhibitors of human LYPLA2. O95372. recombinant LYPLA2, FP-Rh probe fluorescence polarization. inhibition, % at 5.9 µM. hit rate 0.38% among 320,000. AID 2177;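 active = inhibition above the screen-wide mean plus 3 SD, limit set per campaign, cut at about 26% in these data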;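 also: 0% = LYPLA2 with DMSO and 100% = wells lacking LYPLA2 enzyme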
# PAFAH1B3 FP inh – inhibitors of human PAFAH1B3 | Q15102 | inhibition, % at 3.39 µM | AID 492972 | hit rate 0.28% among 340,000 | recombinant PAFAH1B3, FP-rhodamine probe, fluorescence polarization;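 active = inhibition above the screen-wide average of all tested compounds plus 3 SD, cut at about 25% in these data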;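 also: 0% = enzyme with DMSO only and 100% = wells lacking PAFAH1B3 protein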
# PAD4 FP inh – inhibitors of human PAD4 | hit rate 0.41% among 330,000 | inhibition, % at 6.36 µM | Q9UM07 | recombinant PAD4, RCA probe fluorescence polarization;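 active = percent inhibition above a cutoff equal to the mean of all tested compounds plus 3 SD, cut at about 15% in these data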;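 also: 0% = PAD4 with RCA probe and DMSO and 100% = probe without PAD4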
# Active calls of the source: *; · = not tested or not shown. An excerpt; count on the stated rates, not on these rows.
# Results follow in this order: PAFAH1B2 FP inh	PAFAH1B3 FP inh	PAD4 FP inh	LYPLA1 counter	LYPLA2 inh	PAFAH2 inh	pPAFAH inh	PREPL inh	GSTO1 inh
CC(=O)Nc1ccc(OCC(=O)NCc2ccccc2)cc1
 : -7	-4	3	2	7	-6	-2	10	4
COc1ccc(N2CCN(C(=O)C(OC(C)=O)c3ccccc3)CC2)cc1 (stereo unspecified)
 : -2	-2	2	-1	1	-2	-3	4	6
COc1ccc(OC)c(CCNC(=O)C(C)n2nc(C)c3c(C)n(-c4ccc(C)cc4)nc3c2=O)c1 (stereo unspecified)
 : -1	-6	2	3	8	0	-2	15	-3
COc1ccc(/C=C/c2c(-c3ccccc3OC)sc3ccccc23)cc1OC
 : 2	5	0	·	·	0	7	4	·
CCOc1cc(-c2noc(N)c2C(=O)OC)cc(OCC)c1OCC
 : 2	8	-3	2	-1	1	-4	-1	-2
O=C(Cc1cccs1)NNC(=S)NC(=O)c1ccccc1
 : -2	-1	2	-2	-3	9	0	3	-5
CC1=C(C(=O)OCc2ccccc2)C(/C=C/c2ccccc2)NC(=S)N1 (stereo unspecified)
 : 0	5	-1	-9	49*	-5	10	-33	-7
CCCCCCCNC(=O)C1(CC2CC(c3ccc(Cl)cc3)=NO2)CCN(C(=O)c2cc(OCC)c(OCC)c(OCC)c2)CC1 (stereo unspecified)
 : 4	3	0	-5	-6	-7	11	-1	3
CCOc1ccc(NC(=O)CNc2ccc(C)cc2Cl)cc1
 : 3	-1	-8	-2	2	5	8	-34	0
COc1cc(CNCCN2CCOCC2)ccc1OCc1cccc(Cl)c1
 : -3	12	-1	-1	-7	12	0	27	6
CC1CCc2cc(F)ccc2N1C(=O)CSc1nnc2c3cc(F)ccc3n(C)c2n1 (stereo unspecified)
 : 1	-1	6	2	3	12	4	-3	0
C=CCNC(=O)COC(=O)c1cccnc1Nc1ccccc1F
 : 0	-4	4	4	4	3	1	10	-2
CN1CCN(C(=O)C2=C[C@H](c3csc4ccccc34)C[C@H](OCCCCO)O2)CC1
 : 8	13	-3	2	3	-6	-1	23	-2
CCSc1cc(N2CCCC2)nc(-c2ccccc2Cl)n1
 : 0	5	-5	1	0	3	2	-2	-3
CC(C)c1ccc(NC2CCCN(C(=O)c3cnn(C(C)C)c3)C2)cc1 (stereo unspecified)
 : 3	-4	0	-1	1	4	5	5	-3
CCn1nc(C(=O)NCCc2ccc(S(N)(=O)=O)cc2)c2ccccc2c1=O
 : -3	3	-4	0	4	1	7	-6	-8
Nc1cc(N)nc(SCC(=O)c2ccccc2)n1
 : -3	13	-7	2	3	2	2	5	3
CCOC(=O)C(=Cc1c[nH]c2ccc(S(=O)(=O)N(C)C)cc12)C(=O)OCC
 : 1	3	0	-4	1	11	5	-4	-3
CCN(Cc1ccccc1)C(=O)COC(=O)Cn1cnc2ccccc21
 : 2	0	-1	-1	1	0	0	-10	-3
C/C(=N/NC(=O)Nc1ccccc1)c1ccc(C)cc1
 : -5	-1	-2	1	7	-15	4	7	0
CN(C)/C=N/c1cc(=O)n(Cc2ccccc2)c(=O)n1C
 : -3	8	1	-1	3	6	0	-3	3
NS(=O)(=O)c1ccc(OC(=O)CNC(=O)OCc2ccccc2)cc1
 : 3	3	0	1	0	3	4	16	9
COC(=O)CC(NC(=O)C1CC1)c1ccc2c(c1)OCO2 (stereo unspecified)
 : 0	7	-3	-1	1	0	-1	-8	5
COc1ccc(C(=O)N/C(=C\c2ccco2)C(=O)NCc2ccco2)cc1
 : 3	-4	3	0	8	18	4	2	0
CCNc1nc(NCC)nc(N(C#N)C(C)C)n1
 : 5	1	-5	3	5	-3	2	9	-1
CC(C)(C)N1C(=O)[C@H]2[C@@H](c3ccc(Br)cc3)N3C(=O)N(c4ccccc4)C(=O)[C@@]3(Cc3ccccc3)[C@H]2C1=O
 : 8	9	-1	1	3	-5	3	-6	2
CC(C)CNC(=O)c1ccccc1NC(=O)CCSc1ccccc1
 : 4	0	2	-6	-7	1	-1	3	2
CCCn1c2ccccc2c2nnc(SCCN3CCOCC3)nc21
 : 0	3	3	2	4	10	3	-6	-3
Cc1cc(C)cc(Oc2nn[nH]n2)c1
 : 4	5	-1	1	10	-4	2	1	6
CC(O)c1nc2ccccc2n1CCOc1ccccc1 (stereo unspecified)
 : 4	8	-3	2	-2	2	1	-11	-2
Cc1ccccc1N1CCN(S(=O)(=O)c2nnc(NC(=O)c3ccc(F)cc3)s2)CC1
 : 4	4	1	0	3	-3	4	0	-9
CCCS(=O)(=O)c1nc(S(=O)(=O)c2ccc(C)cc2)c(N2CC(C)OC(C)C2)s1 (stereo unspecified)
 : 6	12	-5	4	8	-2	7	5	-4
O=c1[nH]c2c(cnn2-c2ccc(Cl)cc2)c(=O)n1-c1cccc(Cl)c1
 : 18	10	-1	1	7	0	0	-4	-40
Cc1ccc(SC(C)C(=O)Nc2ccncc2)cc1 (stereo unspecified)
 : 0	5	5	-3	-1	5	1	-3	-3
COc1ccc(S(=O)(=O)CC(=O)Nc2ccccc2Cl)cc1
 : 1	-3	-4	-1	3	3	0	-19	0
CSc1nc(N)c2c(C)c(C)sc2n1
 : 2	4	-2	-2	3	-10	-1	-2	-1
COC(=O)c1c(NC(=O)COC(=O)c2ccc(Cl)nc2)sc(C)c1C
 : -1	7	4	0	7	4	2	-7	-3
CN1CCN(C(=O)C23CC4CC(C)(CC(C)(C4)C2)C3)CC1
 : 12	2	-1	-1	-3	-2	-6	4	1
CCOC(=O)c1cnc(SCc2nc(N)nc(Nc3ccc(OC)cc3)n2)nc1N
 : 2	11	2	1	1	0	2	-5	5
COc1ccc(CC(=O)OCC(=O)c2ccc(OC)cc2)cc1
 : 1	5	10	-4	-5	-3	9	15	-3

# Only LYPLA1 counter, LYPLA2 inh and PAFAH2 inh (2 entries from above):
mol,LYPLA1 counter,LYPLA2 inh,PAFAH2 inh
COc1ccc(C(=O)N/C(=C\c2ccco2)C(=O)NCc2ccco2)cc1,0,8,18
CCNc1nc(NCC)nc(N(C#N)C(C)C)n1,3,5,-3

# Further records:
# Results follow in this order: PAFAH1B2 FP inh	PAFAH1B3 FP inh	PAD4 FP inh	LYPLA1 counter	LYPLA2 inh	PAFAH2 inh	pPAFAH inh	PREPL inh	GSTO1 inh
O=C(CCNc1ccc(Cc2ccncc2)cc1)c1ccc([N+](=O)[O-])cc1
 : -3	10	2	3	17	2	5	22	4
COc1cccc(NC(=O)Cn2c(CCC(=O)O)ccc2-c2ccc(Cl)cc2)c1
 : 5	4	-3	1	4	3	8	-9	3
Fc1ccc2[nH]c3c(N4CCSCC4)ncnc3c2c1
 : 1	3	-4	3	3	5	6	2	-9
COc1ccc(NC(=O)c2ccco2)cc1NC(=O)COc1ccccc1
 : 0	-2	-2	2	5	0	4	8	1
C=CCC[C@@H](Cc1ccc(F)cc1)C(=O)OC[C@@H]1CCCN1C(=O)[C@@H](CC=C)CC(=O)N(CCO)Cc1ccccc1
 : 4	1	-1	·	·	-5	6	29	·
O=S(=O)(NCC1CCCO1)c1ccc(S(=O)(=O)N(Cc2ccc(F)cc2)Cc2ccccn2)cc1 (stereo unspecified)
 : 11	11	-1	0	4	-3	9	7	-1
Cc1cc(OCc2nn[nH]n2)c2c(-c3ccccc3)cc(=O)oc2c1
 : 9	1	1	-3	-6	0	-6	-6	-5
CCc1c(C)nc2ncnn2c1N1CCCC(C(=O)NCc2cccs2)C1 (stereo unspecified)
 : -2	2	1	2	-5	4	-2	0	0
CCCCCn1c(NC(=O)c2ccco2)c(S(=O)(=O)c2ccc(C)cc2)c2nc3ccccc3nc21
 : 30*	57*	-10	-2	-2	42*	11	4	12
CCc1cccc(C)c1N1C(=O)CN(Cc2ccccc2)C1=S
 : 2	8	1	0	8	-2	4	-2	-1
CCN(CC)CCNC(=O)C1c2ccccc2Oc2ccccc21
 : 5	9	1	-2	-2	5	1	13	0
O=C(Nc1cccc2ncccc12)c1ccc(Cl)cc1
 : -2	-3	-1	29*	0	-11	0	-2	9
CN1C2CCC1CC(NC(=O)c1ccc(Cl)cc1)C2 (stereo unspecified)
 : 4	-4	-6	1	-1	-5	-4	3	5
Clc1ccc(-c2nc3cnccn3c2NC2CCCC2)cc1
 : 9	9	3	-4	-4	-2	10	15	-2
COCCn1c(NC(=S)NC(=O)C2CC2)cc(=O)[nH]c1=O
 : 1	5	2	1	2	1	3	2	5
CS(=O)(=O)C1=NN2C(=N)/C(=C\c3ccc(OC(=O)c4ccco4)cc3)C(=O)N=C2S1
 : 2	1	3	-2	4	4	14	30	3
Cc1cccc(C)c1OCC(C)N (stereo unspecified)
 : -1	3	2	-4	-2	1	0	-7	3
COc1ccc(S(=O)(=O)NC2CC(=O)N(c3ccc4c(c3)OCCO4)C2)cc1 (stereo unspecified)
 : 1	-3	0	0	4	6	5	-1	5
O=C(CN1CCN(C(c2ccccc2)c2ccccc2)CC1)N1N=CCC1c1ccccc1 (stereo unspecified)
 : 10	5	-3	1	-3	8	0	-6	5
O=C(C[n+]1ccc(C(=O)N/N=C/c2ccc(O)cc2)cc1)c1ccccc1
 : -1	12	-6	-8	-8	9	7	38	18
COCCCn1c(SCC(=O)N2CCOCC2)nc2ccccc2c1=O
 : 3	-2	0	-5	-5	-6	8	-9	9
CN(CCCCOc1ccc(F)cc1)Cc1ccccc1
 : -3	1	-6	0	-1	1	-1	-1	6
Cc1occc1C(=O)N1N=C(C2CC2)CC1(O)C(F)(F)F (stereo unspecified)
 : 6	13	-3	5	2	1	2	3	1
COCCNS(=O)(=O)c1ccccc1
 : 6	9	1	-3	-2	1	2	3	3
O=C(O)CCC(=O)N1CCc2cc(S(=O)(=O)NCc3cccs3)ccc21
 : 0	5	1	-2	-2	1	2	10	4
CC1CCCN(Cc2nc3c(c(=O)n(C)c(=O)n3C)n2CCc2ccccc2)C1 (stereo unspecified)
 : -2	7	0	-2	6	2	2	7	-3
CC(=O)Nc1ccc(NC(=O)C(C)OC(=O)c2ccccc2Sc2ccccc2C#N)cc1 (stereo unspecified)
 : -8	1	-6	-12	-35	-5	6	-1	1
Cc1cccc2cc(CN(CC3CCCO3)C(c3nnnn3Cc3ccco3)C(C)C)c(=O)[nH]c12 (stereo unspecified)
 : 2	-4	0	3	3	0	4	-3	-5
Cc1ccc(/C=C/C(=O)Nc2ccc(S(N)(=O)=O)cc2)o1
 : 5	9	-2	1	-3	0	5	1	1
CCCCC(=O)NC(N1CCCCC1)C(Cl)(Cl)Cl (stereo unspecified)
 : 11	5	-10	3	3	3	0	1	-5
O=C1C2CC=CCC2C(=O)N1c1ccc(Cc2ccncc2)cc1 (stereo unspecified)
 : 0	3	-2	-1	7	-2	2	4	-4
CCN1C(=O)C(C)S/C1=N\S(=O)(=O)c1ccc(Cl)s1 (stereo unspecified)
 : 2	4	2	-2	3	2	1	16	-6
O=C(O)C1CCC(N2C(=O)c3c(Cl)c(Cl)c(Cl)c(Cl)c3C2=O)CC1 (stereo unspecified)
 : ·	·	-5	3	0	·	-1	1	1
Fc1ccccc1-c1csc(=Nc2cccnc2)n1CCCn1ccnc1
 : 4	5	-4	0	1	2	2	16	41*
O=C(CN1C(=O)c2ccc([N+](=O)[O-])cc2C1=O)Nc1nnc(C2CC2)s1
 : -3	-3	1	·	·	5	0	8	·
O=C(Nc1cccc2nsnc12)c1cccnc1Cl
 : 1	3	-2	3	9	-1	7	3	0
Cc1ccc(Nc2cc(C)nc3ccccc23)c(C)c1
 : 7	-2	2	-1	1	7	0	38	1

# Screens deposited in PubChem by The Scripps Research Institute Molecular Screening Center.
